Bioassay records (PubChem BioAssay)
NCI-60 one-dose screen, 48 h, at 10 µM unless noted. Numbers give growth in % (100 = growth as untreated, 0 = no growth, -100 = all killed).
HOP-92: HOP-92 NSCLC cells; 6.3% of 71,000 active
A549/ATCC: A549/ATCC NSCLC | AID 1794740 | 3.7% of 81,000 active
SK-MEL-5: SK-MEL-5 melanoma; AID 1794755; 6.4% of 80,000 active
M14: M14 melanoma | 6.2% of 80,000 active
UACC-62: UACC-62 melanoma. 5.4% of 81,000 active
UACC-257: UACC-257 melanoma; 4.4% of 78,000 active; AID 1794764
EKVX: EKVX NSCLC; 3% of 71,000 active
SK-MEL-28: SK-MEL-28 melanoma; 4.1% of 81,000 active; AID 1794761
Numbers without * were called inactive; / = no result given; & = joins results of further samples. The calls were made as follows: active = growth percent below 10; inactive = the rest.

Sample of the layout:
SMILES	HOP-92	A549/ATCC	SK-MEL-5	M14	UACC-62	UACC-257	EKVX	SK-MEL-28
CN(C)CCC#N	/	96	102	112	/	92	/	122
Cc1ccccc1NC(=O)CBr	104	104	100	106	87	105	/	111
O=C(CCCCCNC1=CC(=O)c2ccccc2C1=O)NCCC[Te]c1ccccc1	-32*	-45*	-93*	-38*	-28*	2.9*	-32*	-42*
NNC(=O)C1C2c3ccccc3C(c3ccccc32)C1C(=O)O (configuration not stated)	/	109	101	108	113	110	/	112
c1ccc([Se]CCCN2CCNCCNCC2)cc1	93	103	97	95	84	107	99	104
S=P(Nc1ccccc1)(Nc1ccccc1)c1ccccc1	84	92	92	98	84	102	90	119
CC(=O)CC(c1ccc2c(c1)OCO2)c1c(O)c2ccccc2oc1=O (configuration not stated)	58&85	101&100	98&106	107&106	102&101	96&108	/	95&107
CN(C1=N[C@]23CC(=O)CC[C@]2(C)[C@H]2CC[C@]4(C)C(=O)CC[C@H]4[C@@H]2C[C@@H]3S1)c1ccccc1	115	97	87	74	83	104	100	94
CN(C)[C@@H]1C(=O)C(C(N)=O)=C(O)[C@@]2(O)C(=O)C3=C(O)c4c(O)cccc4[C@@](C)(O)[C@H]3C[C@@H]12	/	95	87	89	/	103	93	111
C/C(=C\c1ccn(-c2ccc(N)cc2F)n1)[C@@H]1C[C@@H]2O[C@]2(C)CCC[C@H](C)[C@H](O)[C@@H](C)C(=O)C(C)(C)[C@@H](O)CC(=O)O1	49	23	8.8*	-6.0*	12	56	47	54
O=C(O)CCCOc1cc(Cl)c(Cl)cc1Cl	100	84	101	113	97	96	98	104
CC(C)COC(=O)Cc1ccccc1	95	105	99	103	107	104	109	112
CCOP(=O)(OCC)C(C)OC (configuration not stated)	111	102	107	104	107	102	108	110
COc1cc(C(=O)N2CC2)cc(OC)c1OC	92	79	94	103	91	76	/	105
Cc1cn(C2CC(N=[N+]=[N-])C(COP(=O)(O)O)O2)c(=O)[nH]c1=O (configuration not stated)	92	106	101	/	97	96	99	102
c1ccc(CC(c2ccccc2)N2CCOCC2)cc1 (configuration not stated)	96	87	99	101	99	/	96	104
CCN1CCOC(c2ccccc2)C1 (configuration not stated)	84	102	106	103	105	104	104	113
O=[N+]([O-])c1ccc(C(Br)Br)cc1	/	81	59	80	92	87	60	106
COC12CC3C4=CCOC5CC(=O)N6c7ccccc7C1(CCN2C4)C6C53 (configuration not stated)	102	91	110	99	104	84	117	109
O=C(O)c1cccc(CCl)c1	84	96	113	96	108	94	/	110

Results, repeating the preview:
SMILES	HOP-92	A549/ATCC	SK-MEL-5	M14	UACC-62	UACC-257	EKVX	SK-MEL-28
CN(C)CCC#N	/	96	102	112	/	92	/	122
Cc1ccccc1NC(=O)CBr	104	104	100	106	87	105	/	111
O=C(CCCCCNC1=CC(=O)c2ccccc2C1=O)NCCC[Te]c1ccccc1	-32*	-45*	-93*	-38*	-28*	2.9*	-32*	-42*
NNC(=O)C1C2c3ccccc3C(c3ccccc32)C1C(=O)O (configuration not stated)	/	109	101	108	113	110	/	112
c1ccc([Se]CCCN2CCNCCNCC2)cc1	93	103	97	95	84	107	99	104
S=P(Nc1ccccc1)(Nc1ccccc1)c1ccccc1	84	92	92	98	84	102	90	119
CC(=O)CC(c1ccc2c(c1)OCO2)c1c(O)c2ccccc2oc1=O (configuration not stated)	58&85	101&100	98&106	107&106	102&101	96&108	/	95&107
CN(C1=N[C@]23CC(=O)CC[C@]2(C)[C@H]2CC[C@]4(C)C(=O)CC[C@H]4[C@@H]2C[C@@H]3S1)c1ccccc1	115	97	87	74	83	104	100	94
CN(C)[C@@H]1C(=O)C(C(N)=O)=C(O)[C@@]2(O)C(=O)C3=C(O)c4c(O)cccc4[C@@](C)(O)[C@H]3C[C@@H]12	/	95	87	89	/	103	93	111
C/C(=C\c1ccn(-c2ccc(N)cc2F)n1)[C@@H]1C[C@@H]2O[C@]2(C)CCC[C@H](C)[C@H](O)[C@@H](C)C(=O)C(C)(C)[C@@H](O)CC(=O)O1	49	23	8.8*	-6.0*	12	56	47	54
O=C(O)CCCOc1cc(Cl)c(Cl)cc1Cl	100	84	101	113	97	96	98	104
CC(C)COC(=O)Cc1ccccc1	95	105	99	103	107	104	109	112
CCOP(=O)(OCC)C(C)OC (configuration not stated)	111	102	107	104	107	102	108	110
COc1cc(C(=O)N2CC2)cc(OC)c1OC	92	79	94	103	91	76	/	105
Cc1cn(C2CC(N=[N+]=[N-])C(COP(=O)(O)O)O2)c(=O)[nH]c1=O (configuration not stated)	92	106	101	/	97	96	99	102
c1ccc(CC(c2ccccc2)N2CCOCC2)cc1 (configuration not stated)	96	87	99	101	99	/	96	104
CCN1CCOC(c2ccccc2)C1 (configuration not stated)	84	102	106	103	105	104	104	113
O=[N+]([O-])c1ccc(C(Br)Br)cc1	/	81	59	80	92	87	60	106
COC12CC3C4=CCOC5CC(=O)N6c7ccccc7C1(CCN2C4)C6C53 (configuration not stated)	102	91	110	99	104	84	117	109
O=C(O)c1cccc(CCl)c1	84	96	113	96	108	94	/	110

Arranged by molar mass (lowest first): part of the list above
SMILES	HOP-92	A549/ATCC	SK-MEL-5	M14	UACC-62	UACC-257	EKVX	SK-MEL-28
CC(C)COC(=O)Cc1ccccc1	95	105	99	103	107	104	109	112
CCOP(=O)(OCC)C(C)OC (configuration not stated)	111	102	107	104	107	102	108	110
O=C(O)CCCOc1cc(Cl)c(Cl)cc1Cl	100	84	101	113	97	96	98	104

More records follow.
SMILES	HOP-92	A549/ATCC	SK-MEL-5	M14	UACC-62	UACC-257	EKVX	SK-MEL-28
C#C[C@]1(OC(=O)CCCCCC)CC[C@H]2[C@@H]3CCC4=CC(=O)CC[C@@H]4[C@H]3CC[C@@]21C	59	46	20	26	26	55	56	43
CCCCNC(=O)C(Cl)Cl	87	97	100	98	100	100	/	118
O=C(NCCCN1CC1)Nc1cccc2ccccc12	91	92&97	93&107	99&100	105&98	94&97	103&109	115&107
COC(=O)C1C(O)C(C)C(O)C(C)/C=C\C=C(C)C(=O)Nc2c(C)c(OC(C)=O)c3c(c2O)C(=O)C(C)=C2OCOC(=C23)C(C)=CC(C)(O)C(O)C(C)C1O (configuration not stated)	/	98	99	118	97	93	110	/
CCOC(=O)C(CCC(=O)O)NC(=O)OCc1ccccc1 (configuration not stated)	101	103	105	111	103	112	100	115
COc1ccc(N(CC(=O)NCCC[Te]c2ccccc2)C(=O)CCSC2=C(C)C(=O)c3ccccc3C2=O)cc1	-50*	-52*	-97*	-38*	-25*	0.4*	-2.2*	-18*
CN1CCCCC1C(O)c1ccccc1 (configuration not stated)	109	91	99	86	101	105	99	102
CCCCOP(=S)(OCCCC)SC1(SC)SSC=C1CC(C)(C)C (configuration not stated)	98	108	107	108	102	/	109	113
CC(=O)O[C@@H]1CC[C@]2(C)[C@H]3CC[C@]4(C)[C@@H](OC(C)=O)CC[C@H]4[C@@H]3C[C@@H]3CC(N)=C[C@@]32C1	118	90	103	98	96	86	100	114
Cc1cc(C)nc(C)c1	75	109	89	92	105	103	/	110
CC1(C)N=C(N)N=C(N)N1c1ccc(OCC(=O)Nc2ccc(S(=O)(=O)F)cc2Cl)c(Cl)c1	64	31	33	48	30	47	74	61
CC1=C2C(=C[C@@](C)(COP(=O)(Oc3ccccc3)Oc3ccccc3)[C@@H]2O)C(=O)[C@@](C)(O)C12CC2	-45*	-54*	-99*	-23*	-88*	-41*	-53*	-88*
O=c1c2ccccc2c2c3n1CC(O)CNC3CCC2 (configuration not stated)	99	102	98	108	100	107	101	98
CC(=O)O[C@H](C[C@H](C(C)C)N(C)C(=O)[C@H](C)NC(=O)[C@H]1CCCCN1C)c1nc(C(=O)N[C@@H](Cc2ccccc2)C[C@H](C)C(=O)O)cs1	76	96	62	98	73	83	102	88
COC(=O)N[C@H]1CCc2c(Br)c(OC)c(OC)c(OC)c2-c2ccc(SC)c(=O)cc21	-0.4*	18	-45*	2.6*	39	67	46	67
CCOC(=O)NC(=O)CCl	/	106	114	101	102	101	/	95
Cc1ccc(OP2(=O)Nc3cc(C)c(C)cc3S2)cc1 (configuration not stated)	83	99	102	/	94	109	106	102
Clc1cccc(Cl)c1CBr	95	98	107	107	110	106	/	109
O=[N+]([O-])CC(O)CCl (configuration not stated)	114	98	/	103	97	94	121	116
CCOP(=O)(Cc1ccc(N)cc1)OCC	/	92	106	108	102	97	100	109
CC(=O)c1cc2c(cc1C)C(C)(C)C(C)C2(C)C (configuration not stated)	121	102	107	100	106	105	105	99
Cc1cc(C)c(CBr)c(C)c1	87	95	98	109	102	97	103	106
N#CN=C(N)N	64	104	104	126	97	94	108	101
c1ccc(CCN2CCOCC2)cc1	105	84	99	106	104	90	100	116
C[C@]12CCc3sc(Nc4ccc(OC(F)(F)F)cc4)nc3C1=CC[C@@H]1[C@@H]2CC[C@]2(C)C(=O)CC[C@@H]12	75	67	96	84	63	84	78	65
O=C(O)COc1ccccc1	86	99	104	101	100	96	100	95
CCCC1(CC(C)CC)C(=O)NC(=O)NC1=O (configuration not stated) (tested in a mixture with another compound)	113	101	102	97	97	101	102	104
CCC1(CC)COP(=S)(SCCOC(=O)c2ccccc2)OC1	88	89	102	101	101	92	108	101
O=C(CCl)Oc1ccc(Cl)cc1	70	100	102	102	103	119	110	94
c1ccc2nc(N3CCNCC3)ccc2c1	/	91	/	103	111	98	97	119
CCOP(=O)(Nc1ccc2c(c1)/C(=N/NC(N)=S)c1ccccc1-2)OCC	96	99	84	108	78	113	93	116
C[C@]12CC[C@H]3[C@@H](CC4SC(N)=NC45C/C(=N/NC(N)=O)CC[C@]35C)[C@@H]1CCC2=O (some centres not stated)	47	0.9*	21	-51*	39	105	-4.5*	13
O=P(Oc1ccc(Cl)cc1)(N1CC1)N1CC1	81	60	86	86	58	95	101	98
Nc1cc([N+](=O)[O-])cc([N+](=O)[O-])c1	/	104	96	100	/	104	/	112
COC(C)(C)CCC[C@H](C)C/C=C/C(C)=C/C(=O)OC(C)C	/	98	/	100	97	101	78	101
O=S(=O)(O)c1cccc2ccccc12	95	92	102	102	101	97	103	109
CO[C@H]1CC[C@@]2(C)C(=CC[C@H]3[C@@H]4C[C@H](O)[C@H](OC)[C@@]4(C)CC[C@@H]32)C1	100	97	100	102	94	102	100	115
CNC1Cc2cc3c(cc2C1)OCO3	95	86	108	98	95	96	98	108
CC[C@]12C=CCN3CC[C@@]4(c5ccc(OC)cc5N(C)[C@H]4[C@@](O)(C(=O)OC)[C@@H]1OC(=O)CCCC[P+](c1ccc(C)cc1)(c1ccc(C)cc1)c1ccc(C)cc1)[C@@H]32	-78*	-92*	-99*	-88*	-97*	-95*	-94*	-98*
COc1cc(C)c(OC)c2c1CCN(C)C2	109	80	101	95	97	82	98	105
CCCCOCCOP(=O)(OCCOCCCC)OCCOCCCC	111	/	99	106	94	/	98	117
CC1(C)N=C(N)N=C(N)N1c1cccc(C(=O)Nc2cccc(S(=O)(=O)F)c2)c1	/	104	100	102	99	94	/	103
CC(C)(C)N=C1Nc2ccccc2N[C@]12CC[C@@]1(C)[C@@H](CC[C@@H]3[C@@H]1CC[C@@]1(C)[C@H]3CC[C@]1(C)O)C2	64	66	22	64	48	55	71	/
COc1ccc(OC)c(/C=C/C(=O)c2nc3ccccc3n2Cc2ccc(Br)cc2)c1	63	106	95	97	83	93	83	112
CCN1C[C@]2(O)CC[C@H](OC)C34C1C(C[C@@H]32)[C@]1(O)C[C@H](OC)[C@@H]2C(=O)C(=O)[C@H]4[C@@H]21	100	100	104	102	99	105	104	99
COC(=O)[C@@]1(O)C[C@H]2O[C@]1(C)n1c3ccccc3c3c4c(c5c6ccccc6n2c5c31)C(=O)NC4	-44*	-40*	-89*	-67*	-47*	-47*	-31*	-59*
O=S(=O)(F)c1ccc(C[P+](c2ccccc2)(c2ccccc2)c2ccccc2)c(Cl)c1	69	100	100	105	98	96	/	103
CC(C)(C)N1CC1c1ccccc1 (configuration not stated)	27	105	111	104	106	101	98	103
COc1ccc2c(c1)C(c1ccc(N(CCCl)CCCl)cc1)=NCC2	47	68	61	76	73	71	62	108
CN1c2ccccc2[C@]2(C)Cc3cc(Cl)ccc3N[C@H]12	/	93	100	106	88	103	101	98
Next records.
SMILES	HOP-92	A549/ATCC	SK-MEL-5	M14	UACC-62	UACC-257	EKVX	SK-MEL-28
CCCCNP(=O)(N1CC1CC)N1CC1CC (configuration not stated)	84	95	106	99	99	97	107	112
CCC(=O)C(CC(C)[N+](C)(C)C)(c1ccccc1)c1ccccc1 (configuration not stated)	103	96	97	96	101	95	/	106
Cc1cccc(N2CCNCC2)c1	89	104	104	84	99	94	97	112
O=C1NC(=O)C2(CCCC2)C(=O)N1	83	105&94	101&105	106&114	110&104	105&105	99&105	104&132
Clc1ccc(C(Cl)(Cl)Cl)c(Cl)c1	/	104	99	93	108	95	/	117
c1ccc(CC(NC2CCCCC2)c2ccccc2)cc1 (configuration not stated)	44	78	93	50	86	87	79	89
COC(=O)C[C@](O)(CCCC(C)C)C(=O)O[C@H]1C(OC)=C[C@@]23CCCN2CCc2cc4c(cc2[C@@H]13)OCO4	/	-7.8*	-39*	-46*	0.4*	-26*	14	-24*

A portion of the library. The share of hits here may be higher or lower than overall.
